APOBEC3G inh: inhibitors of human APOBEC3G DNA deaminase. recombinant A3G, ssDNA deamination FAM/TAMRA fluorescence. inhibition, % at 20 µM. 330,000 compounds, 0.28% hits;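 active = inhibition of at least 40% at 20 µM, with no more than 30% in the related APOBEC3A deaminase screen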;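 note: plate controls were DMSO wells with A3G for no effect and wells lacking A3G enzyme for full effect; some compounds called inactive have numbers as strong as hits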
Target sequence (Q9HC16 whole entry, looked up): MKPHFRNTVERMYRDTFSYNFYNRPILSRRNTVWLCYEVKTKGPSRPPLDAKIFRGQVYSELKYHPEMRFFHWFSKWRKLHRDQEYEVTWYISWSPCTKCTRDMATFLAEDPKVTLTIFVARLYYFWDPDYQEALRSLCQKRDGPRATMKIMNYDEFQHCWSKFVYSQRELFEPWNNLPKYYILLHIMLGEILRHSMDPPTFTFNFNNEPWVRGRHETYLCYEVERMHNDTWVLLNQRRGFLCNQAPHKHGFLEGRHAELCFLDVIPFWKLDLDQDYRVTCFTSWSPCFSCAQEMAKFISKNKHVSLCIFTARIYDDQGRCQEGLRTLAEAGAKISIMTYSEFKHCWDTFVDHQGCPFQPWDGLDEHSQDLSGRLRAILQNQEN
hIAP block: human IAP inhibition | AID 2544 | 330,000 compounds, 0.12% hits | purified IAP, CDP-Star luminescence, 30 min | inhibition, % at 10 µM | P09923;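 active = inhibition reaching a set limit with compound at 10 µM in the primary screen, cut at about 35% in these data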;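 note: plate controls were DMSO wells with enzyme for no effect and no-enzyme buffer wells for full effect; values of inactives mirror those of a sister screen read the other way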
Target sequence (P09923 whole entry, looked up): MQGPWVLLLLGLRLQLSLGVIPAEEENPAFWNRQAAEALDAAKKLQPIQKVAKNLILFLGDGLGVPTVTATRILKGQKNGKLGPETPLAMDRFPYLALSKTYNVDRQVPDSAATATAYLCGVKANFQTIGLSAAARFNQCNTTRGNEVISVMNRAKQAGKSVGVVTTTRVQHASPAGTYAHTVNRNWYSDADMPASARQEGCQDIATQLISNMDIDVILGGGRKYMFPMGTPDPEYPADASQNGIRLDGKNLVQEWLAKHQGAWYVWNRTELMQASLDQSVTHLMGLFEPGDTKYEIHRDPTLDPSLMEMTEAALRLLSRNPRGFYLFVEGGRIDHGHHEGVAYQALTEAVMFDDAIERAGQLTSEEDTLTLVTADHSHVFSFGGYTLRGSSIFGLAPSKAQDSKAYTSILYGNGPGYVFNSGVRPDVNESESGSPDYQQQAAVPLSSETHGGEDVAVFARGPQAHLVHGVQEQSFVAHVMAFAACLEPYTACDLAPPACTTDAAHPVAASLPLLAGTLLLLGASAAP
mIAP inh: mouse IAP inhibition. purified mouse IAP, CDP-Star luminescence, 30 min. inhibition, % at 10 µM. 330,000 compounds, 0.2% hits;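 active = inhibition of at least 40% at 10 µM in the primary screen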;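 note: plate controls were DMSO with enzyme for no effect and no enzyme wells for full effect; values of inactives mirror those of a sister screen read the other way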
beta cell repl: induces beta-cell replication in MIN6 cells | MIN6 cells proliferation, ATPlite luminescence, 48 h; cells starved in 0.2% serum; 100% = growth in 10% serum | proliferation, % at 10 µM | 330,000 compounds, 0.29% hits | AID 2380;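 active = compounds whose signal lies at least 3.5 SD above the mean of all wells on their plate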;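 note: 0% = DMSO-treated cells in low-serum medium and 100% = 10% serum control; some compounds called inactive have numbers as strong as hits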
MPTP inh: blocks calcium-induced mitochondrial swelling | AID 602449 | inhibition, % at 10 µM | 360,000 compounds, 1.4% hits | isolated mouse mitochondria, Ca2+ swelling absorbance, 30 min;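 active = inhibition of 50% or more, scaled per plate between neutral and stimulator controls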;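 note: 0% = DMSO wells given calcium and 100% = 1 mM EGTA wells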
GRIN3A LBD mod: NR3A (human) ligand-binding domain modulation; NR3A LBD differential scanning fluorimetry, Tm shift; 0% = protein alone, 100% = glycine-bound protein; Tm shift relative to glycine control, % at 25 µM; 340,000 compounds, 2.5% hits; AID 1259313;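 active = melting temperature shift of at least 10% of the positive control shift, at one fixed dose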
mIAP act: mouse IAP activation; muIAP, CDP-Star luminescence, 30 min; stronger effect = higher value; 1 = vehicle-only enzyme signal, 0 = enzyme-free wells; activation factor at 10 µM; 330,000 compounds, 0.24% hits;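 active = activation factor of at least 2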; note: the source names both 10 and 20 µM as test concentration; values of inactives mirror those of a sister screen read the other way
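System: Mouse IAP enzyme | Also added: CDP-Star substrate | Dosing: Compounds dispensed in DMSO | Schedule: 30 min enzyme-substrate-compound incubation at room temperature | Technique: Chemiluminescence readout | Control set: DMSO-only wells and no-enzyme negative control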
APOBEC3A inh: inhibitors of human APOBEC3A DNA deaminase; P31941; recombinant A3A, FAM/TAMRA ssDNA deamination fluorescence; inhibition, % at 20 µM; 330,000 compounds, 0.41% hits;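 active = at least 40% inhibition at 20 µM here, with at most 30% in a related deaminase screen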;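 note: plate controls were A3A with DMSO for no effect and wells lacking A3A enzyme for full effect; some results filed as inactive read as strong as hits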
hIAP activ: increases human intestinal alkaline phosphatase activity; P09923; purified human IAP, CDP-Star luminescence, 30 min; stronger effect = higher value; 1 = vehicle-only enzyme, 0 = enzyme-free background; activation factor at 10 µM; 330,000 compounds, 0.16% hits;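 active = activation factor of the enzyme at least 2-fold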; note: the source names both 10 and 20 µM as test concentration; values of inactives mirror those of a sister screen read the other way
Active calls of the source: *. The order is random; about 5% have a hit in one of these screens.

SMILES | APOBEC3G inh | hIAP block | mIAP inh | beta cell repl | MPTP inh | GRIN3A LBD mod | mIAP act | APOBEC3A inh | hIAP activ
CC(OC(=O)c1oc2ccccc2c1COc1ccccc1)C(N)=O (stereo unspecified) | -8 | -2 | -2 | -2 | 0.0 | 0 | 1 | 1 | 1
CC(/C=C/c1cccc([N+](=O)[O-])c1)=N/NC(=O)c1cccnc1 | 0 | -1 | 5 | 0 | 0.3 | 0 | 0.95 | 4 | 1
CNC(=O)CCCc1nc(-c2ccccc2Cl)no1 | -4 | -22 | -7 | -2 | -1.5 | -2 | 1.1 | -11 | 1.2
CN1CCC(N(C)C(=O)Cc2ccccc2[N+](=O)[O-])CC1 | -7 | -5 | -2 | -2 | 0.7 | 1 | 1 | -1 | 1.1
COc1ccc(NC(=O)c2cc(S(=O)(=O)N(Cc3ccccc3)c3ccccc3)ccc2Cl)cn1 | -7 | 5 | 6 | -4 | 8.7 | -2 | 0.94 | 0 | 0.95
CC(=O)OC(Cn1ccnc1)c1ccccc1 (stereo unspecified) | -4 | -7 | 4 | -2 | 2.6 | 5 | 0.96 | -2 | 1.1
CCOC(=O)C1(Cc2ccccc2)CCN(Cc2cccc3nccnc23)CC1 | -2 | 1 | 0 | -2 | 3.1 | 0 | 0.99 | 1 | 0.99
CC1SC(c2ccc(F)cc2)N(CCc2ccccc2)C1=O (stereo unspecified) | -9 | 3 | -6 | -3 | -1.3 | -2 | 1.1 | -4 | 0.97
O=C(NCc1ccc(F)cc1)C1CCCN(C(=O)NCc2ccccc2)C1 (stereo unspecified) | -3 | -8 | -4 | -3 | -0.5 | 0 | 1 | -1 | 1.1
Cc1ccc(OCC(O)CN2CCOCC2)c(C)c1 (stereo unspecified) | 3 | -6 | 5 | -2 | -0.2 | 2 | 0.95 | 4 | 1.1
C=CC#CC1(O)CC(C)[N+](C)(C)CC1C (stereo unspecified) | 28 | 6 | -1 | 1 | 0.5 | -1 | 1 | 56* | 0.94
O=C(CNS(=O)(=O)c1ccc(Br)cc1Cl)OCC(=O)N1CCCC1=O | -5 | -14 | -4 | -3 | -0.8 | 1 | 1 | 2 | 1.1
NC(=O)[C@@H]1CCCN1Cc1nc(Cc2ccccc2F)no1 | -2 | 7 | 0 | 1 | 1.1 | 0 | 1 | -3 | 0.93
CCCCCCCN1C=CC(=O)CC1 | -9 | -17 | -20 | -2 | -0.5 | -1 | 1.2 | -5 | 1.2
COC(=O)Nc1sc2c(c1C(N)=O)CCC(C)C2 (stereo unspecified) | 29 | -2 | -6 | -1 | -0.8 | 1 | 1.1 | -6 | 1
COC(=O)c1ccc2c(=O)n(-c3ccccc3)c(SCN3C(=O)c4ccccc4C3=O)nc2c1 | -8 | -23 | 10 | 0 | -0.8 | 0 | 0.9 | 0 | 1.2
Cc1ccc(SC[C@H](C)CN2CC[C@H](C(C)(C)C)CCC2=O)cc1 | -8 | -6 | -1 | -5 | 1.3 | 3 | 1 | -3 | 1.1
Cc1ccc(NCCC(=O)c2ccc(Cl)cc2)cc1 | -3 | 11 | 2 | -4 | 1.5 | 7 | 0.98 | 1 | 0.89
O=C(OCC(=O)N1CCCc2ccccc21)c1ccc(Br)o1 | 2 | -14 | 2 | 0 | 1.6 | 1 | 0.98 | 1 | 1.1
COC(=O)c1sc(S(=O)(=O)Nc2c(C)nn(C)c2C)c(C(=O)OC)c1C | -6 | -8 | 0 | 0 | -0.4 | -1 | 1 | -3 | 1.1

Three structures already listed, ordered by heavy-atom count, lowest first:
SMILES | APOBEC3G inh | hIAP block | mIAP inh | beta cell repl | MPTP inh | GRIN3A LBD mod | mIAP act | APOBEC3A inh | hIAP activ
Cc1ccc(NCCC(=O)c2ccc(Cl)cc2)cc1 | -3 | 11 | 2 | -4 | 1.5 | 7 | 0.98 | 1 | 0.89
NC(=O)[C@@H]1CCCN1Cc1nc(Cc2ccccc2F)no1 | -2 | 7 | 0 | 1 | 1.1 | 0 | 1 | -3 | 0.93
COC(=O)c1sc(S(=O)(=O)Nc2c(C)nn(C)c2C)c(C(=O)OC)c1C | -6 | -8 | 0 | 0 | -0.4 | -1 | 1 | -3 | 1.1

Other structures.
SMILES | APOBEC3G inh | hIAP block | mIAP inh | beta cell repl | MPTP inh | GRIN3A LBD mod | mIAP act | APOBEC3A inh | hIAP activ
COc1ccc(NC(=O)CN(C)C(=O)c2cccc(Oc3ccccc3)c2)cc1 | -7 | -7 | -25 | 0 | 0.0 | -1 | 1.2 | -3 | 1.1
CO/N=C(/C)CCS(=O)(=O)c1ccccc1 | -1 | 1 | 3 | -4 | -1.0 | 0 | 0.97 | 1 | 0.99
COc1ccccc1N1CCN(CC(=O)Nc2ccc(C)c(F)c2)CC1 | 0 | 2 | -3 | -1 | -0.6 | -7 | 1 | 1 | 0.98
CNC(=O)CSc1nnc(CCc2ccccc2)n1-c1ccccc1 | -4 | 20 | 14 | -2 | 0.9 | 1 | 0.86 | -4 | 0.8
Cc1cc(C)n2nc(C(=O)N/N=C/c3ccc(Cl)cc3)nc2n1 | -7 | -17 | 5 | 5 | -1.8 | 1 | 0.95 | -2 | 1.2
CCn1nc(C)c(NC(=O)CSc2nnc(-c3ccco3)n2C)c1C | -5 | 16 | 4 | -2 | 0.8 | 1 | 0.95 | -2 | 0.84
CCC1(CC)Cc2ccccc2-c2[nH]c(=S)[nH]c(=O)c21 | -8 | -2 | -4 | -3 | 8.9 | -9 | 1 | -4 | 1
COc1ccc(NC(=O)Nc2ccccc2C)c(OC)c1 | -9 | 3 | 2 | -1 | 0.2 | -1 | 0.98 | -6 | 0.97
O=C(c1ccc(-c2ccc([N+](=O)[O-])cc2Cl)o1)N1CCOCC1 | 3 | 4 | 2 | -2 | -0.6 | -2 | 0.97 | 2 | 0.96
Cc1cc(NC(=O)CSc2ncnc3c2cnn3-c2cccc(Cl)c2)no1 | -3 | 0 | 3 | -4 | 1.6 | -2 | 0.97 | -2 | 1
Cc1ccc(-c2c[n+](CC(=O)N3c4ccccc4Sc4ccccc43)c3n2CCC3)cc1 | -7 | -20 | -11 | -6 | 8.1 | -1 | 1.1 | 0 | 1.2
O=C(O)CCCn1cc(NC(=O)COc2ccccc2F)cn1 | -13 | -5 | -4 | -2 | -0.2 | -2 | 1 | -3 | 1
CC(=O)N1N=C(c2ccc(C)o2)CC1c1ccc(Br)cc1 (stereo unspecified) | -7 | 8 | 7 | -2 | -0.6 | -1 | 0.93 | -3 | 0.92
Cc1cc(=O)n2nc(N3CCCC(C(=O)NCc4ccc(F)cc4)C3)sc2n1 (stereo unspecified) | -2 | -7 | 5 | -3 | -1.4 | -1 | 0.95 | -3 | 1.1
COc1ccc(C(C)=O)cc1CSc1nc2nc(C)cc(C)n2n1 | -3 | 0 | -3 | -3 | 0.2 | -1 | 1 | 4 | 1
CCOC(=O)c1c(C)[nH]c(C(=O)COC(=O)c2ccc(N3CCCC3=O)cc2)c1C | 0 | 0 | -8 | 0 | 1.0 | 2 | 1.1 | -2 | 1
Cn1c(=O)c2c(nc(N/N=C/c3ccc(OC(=O)c4ccco4)cc3)n2Cc2ccccc2Cl)n(C)c1=O | -1 | -6 | 9 | -4 | 1.7 | -10 | 0.91 | 0 | 1.1
COc1ccc(CCN(C)CC(O)c2ccccc2)cc1OC (stereo unspecified) | 9 | 5 | 0 | 1 | 0.7 | 1 | 1 | 5 | 0.95
COc1ccccc1NC(=S)NC(C)=O | -8 | -13 | -5 | -2 | -0.1 | -1 | 1 | 0 | 1.1
CCOC(=O)Cc1csc(NC(=O)Nc2ccc(C)cc2)n1 | -11 | 3 | -15 | 0 | 13 | 14* | 1.2 | -3 | 0.97
CC1=Nc2cc(C(=O)N3CCCC3)ccc2Sc2c(C)ccc(C)c21 | -2 | -17 | 0 | 0 | 0.2 | -1 | 1 | -4 | 1.2
COc1c(C)cccc1C(=O)Nc1ccc(OCC(=O)N2CCOCC2)cc1C | -9 | 15 | 7 | -2 | -2.1 | 2 | 0.93 | -4 | 0.85
O=C(CNS(=O)(=O)c1ccc(F)cc1)N1CCN(c2ccccc2)CC1 | -5 | 8 | -2 | -2 | -0.4 | 1 | 1 | -3 | 0.92
Cc1ccccc1NC(=O)c1c2c(nc3ccccc13)CCC2 | -1 | 5 | 7 | -1 | 3.1 | -2 | 0.93 | 1 | 0.95
CCOc1ccc(-n2c(SCC(=O)NCc3ccco3)nc3c([nH]c4ccccc43)c2=O)cc1 | -2 | -8 | -4 | -2 | 0.2 | 0 | 1 | 3 | 1.1
CCOC(=O)C1(Cc2ccccc2)CCCN(C(=O)c2ccc(-n3ccnc3)cc2)C1 (stereo unspecified) | -9 | 16 | -4 | 7 | 1.7 | 5 | 1 | -5 | 0.84
N#Cc1cccc(S(=O)(=O)N2CCN(c3ccnc4cc(Cl)ccc34)CC2)c1 | -8 | 9 | 11 | -3 | 0.1 | -4 | 0.89 | 1 | 0.91
CC(=O)Nc1ccc(C(=O)N2CC(=O)NC(=O)C2)cc1 | -5 | 14 | 13 | -3 | 0.0 | -1 | 0.87 | 1 | 0.86
COC(=O)c1ccccc1NC(=O)CN1CCC(NC(=O)c2ccc(C)cc2)CC1 | 2 | -4 | -11 | -1 | 1.7 | 0 | 1.1 | -2 | 1
CCOc1ccc(N2CC(C(=O)Nc3cc(C)on3)CC2=O)cc1 (stereo unspecified) | -4 | 2 | 3 | 2 | 0.5 | -1 | 0.97 | -1 | 0.98
Cc1csc(NC(=O)CSc2nnc(CCNC(=O)c3cccs3)n2C)n1 | -2 | -24 | -2 | -3 | -1.4 | -1 | 1 | -3 | 1.2
COc1ccc(-c2nc(CS(=O)CC(=O)NC3CCCCC3C)c(C)o2)cc1OC (stereo unspecified) | -4 | -28 | 2 | 0 | -2.5 | 2 | 0.98 | -2 | 1.3
CC(C)(C)NC(=O)Nc1ccc(F)c(Cl)c1 | -3 | 3 | -20 | -1 | 36 | -2 | 1.2 | -2 | 0.97
Cc1noc(C)c1CSc1nnc2scc(-c3ccccc3)n12 | -7 | -11 | 4 | 0 | 0.3 | -2 | 0.96 | -4 | 1.1
NC(=O)c1c(NC(=O)Cn2nc(C(=O)O)c3ccccc3c2=O)sc2c1CCC2 | -4 | -15 | -2 | 5 | 2.7 | 3 | 1 | -1 | 1.1
Fc1ccc(/C=N/NC2=Nc3cccc4cccc2c34)cc1 | -5 | 14 | 18 | -2 | 3.4 | -2 | 0.82 | -5 | 0.86
CN(C)C(CNC(=O)Cc1ccc([N+](=O)[O-])cc1)c1ccccc1 (stereo unspecified) | -8 | 4 | -4 | 0 | -2.9 | 0 | 1 | 3 | 0.96
Cc1ccsc1/C=N\NC(=O)CC(=O)NCc1ccccc1 | -2 | -2 | -12 | -1 | 1.0 | -2 | 1.1 | 0 | 1
CC(C)(C)c1ccc(C(=O)O)c(C(=O)c2ccccc2)c1 | 9 | -5 | 5 | -4 | 1.1 | -2 | 0.95 | -3 | 1.1
CC1CC(C)CN(C(=O)CCC(=O)Nc2nnc(C(C)C)s2)C1 (stereo unspecified) | -6 | -16 | 3 | 0 | -0.3 | 1 | 0.97 | -4 | 1.2
Cn1c(SCC(=O)N2CCCc3ccccc32)nnc1-c1ccccc1 | -7 | -7 | -2 | -2 | -0.9 | 0 | 1 | -3 | 1.1
O=C(Nc1cc2c(ccc3ccccc32)oc1=O)C1CCCCC1 | -8 | 24 | 0 | -2 | 1.0 | 1 | 0.99 | -2 | 0.76
